# Rhodamine autofl: compound autofluorescence in rhodamine spectral region. Rhodamine-region fluorescence, 547/598 nm, Tris buffer; hits give high values. max dye-equivalent concentration, M. 59,000 tested, 0.05% active. AID 594; in the data active means max dye-equivalent concentration above about 11 nM; inconclusive means between about 1.1 nM and that limit
#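 qHTS spectral profiling of compounds without any target or enzyme present, in pH 8.0 Tris buffer; plates were read after a 15-minute room-temperature incubation using the rhodamine-region filter set.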
# BRCT inh green: inhibitors of human BRCA1 BRCT-phosphoprotein interaction (green fluorophore); BRCA1 BRCT-phosphopeptide binding, green fluorescence polarization; Potency, µM (doses to about 76.9 µM), without a hit: top-dose activity change, negative = inhibition, usual class: inhibitors; 75,000 tested, 0.05% active;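 further: potency means the concentration at half of the fitted maximal effect; plate controls were peptide without protein for full effect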
#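 Fluorescence polarization: His-tagged BRCT (~35 kDa BRCA1 C-terminus, 250 nM) bound to 100 nM fluorescein-labeled phosphorylated 10-aa BACH1 peptide, pH 7.3 phosphate buffer with DTT and Tween 20. Compounds incubated 12 min at room temperature; inhibition read as lowered polarization.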
# BRCT PPI red: BRCT-phosphoprotein interaction inhibition (red fluorophore); BRCT-phosphopeptide binding, red fluorescence polarization; Potency, µM (series often up to 76.9 µM), for the others: top-dose activity change, negative = inhibition, most hits filed as inhibitors; 75,000 tested, 0.03% active; AID 892; further: on the % scale 0 is the no-effect control and ±100 the full control effect
#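 Rhodamine-labelled pBACH1 10-mer (100 nM) bound to BRCT domain (100 nM) at pH 7.3; compounds incubated 12 min room temperature, polarization read. Free peptide defines full inhibition; unlabelled decapeptide titrated as control.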
# Caspase-1 inhib: allosteric or competitive inhibitors of human caspase-1 | P29466 | Caspase-1 enzyme, Ac-WEHD-AFC fluorogenic rate | Potency, µM (titrated, usually from 57.5 µM), inactives show at the top dose activity change, negative = inhibition, hits mostly inhibitors | 75,000 tested, 0.03% active;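 further: potency means the concentration at half of the fitted maximal effect; plate controls were vehicle for no effect and no substrate for full effect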
# Target sequence (P29466 120-297 limits assumed): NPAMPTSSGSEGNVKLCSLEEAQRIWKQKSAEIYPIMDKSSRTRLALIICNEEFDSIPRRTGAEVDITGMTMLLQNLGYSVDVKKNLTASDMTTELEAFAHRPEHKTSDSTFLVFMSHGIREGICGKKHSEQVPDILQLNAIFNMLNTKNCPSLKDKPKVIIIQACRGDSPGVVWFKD
# Target sequence (P29466 317-404 limits assumed): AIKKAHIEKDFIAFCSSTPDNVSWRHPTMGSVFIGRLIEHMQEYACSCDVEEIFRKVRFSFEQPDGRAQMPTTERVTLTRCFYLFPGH
# Tau filament bind: tau filament binding; P10636; recombinant tau filaments, thioflavin S fluorescence, 15 h; filaments grown with octadecylsulfate alongside compound; Potency, µM (highest dose often 57.1 µM), for inactives: at the highest dose activity change, negative = inhibition; 71,000 tested, 2% active;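 further: potency means the concentration at half of the fitted maximal effect; on the % scale 0 is the no-effect control and ±100 the full control effect; actives lower thioflavin S fluorescence by blocking filaments or displacing dye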
# Target sequence (P10636 whole entry, looked up): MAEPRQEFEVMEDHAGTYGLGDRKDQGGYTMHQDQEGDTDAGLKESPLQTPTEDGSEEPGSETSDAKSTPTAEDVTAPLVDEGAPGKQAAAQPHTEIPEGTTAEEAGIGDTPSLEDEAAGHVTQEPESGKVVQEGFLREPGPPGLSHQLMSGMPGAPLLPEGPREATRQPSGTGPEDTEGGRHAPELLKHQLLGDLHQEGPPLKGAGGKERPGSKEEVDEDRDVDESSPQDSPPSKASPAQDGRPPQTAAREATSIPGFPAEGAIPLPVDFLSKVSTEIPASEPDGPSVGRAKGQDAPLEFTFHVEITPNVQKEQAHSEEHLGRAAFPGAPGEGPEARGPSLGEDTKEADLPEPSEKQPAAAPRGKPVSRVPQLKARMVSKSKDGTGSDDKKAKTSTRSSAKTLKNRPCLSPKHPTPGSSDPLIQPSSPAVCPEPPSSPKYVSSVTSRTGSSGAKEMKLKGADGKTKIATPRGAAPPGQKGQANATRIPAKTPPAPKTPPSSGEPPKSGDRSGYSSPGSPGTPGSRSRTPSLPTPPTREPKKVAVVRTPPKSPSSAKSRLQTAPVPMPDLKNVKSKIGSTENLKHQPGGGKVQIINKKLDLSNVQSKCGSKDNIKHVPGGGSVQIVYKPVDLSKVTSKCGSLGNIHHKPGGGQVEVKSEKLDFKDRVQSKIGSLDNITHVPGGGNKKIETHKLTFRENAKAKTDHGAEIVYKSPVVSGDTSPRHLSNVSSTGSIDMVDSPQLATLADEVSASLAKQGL
#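 Tau 2 uM in ThS buffer dispensed; compound added; 60 uM ODS added (finals 1 uM tau, 30 uM ODS); 15 h 37 C; fluor ex450/em510.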
# DNA Pol III inh: blocks replication by bacterial DNA polymerase III holoenzyme. reconstituted DNA polymerase III holoenzyme replication, biochemical. 71,000 tested, 0.25% active. Potency, µM (highest dose often 57.1 µM), for the others: top-dose activity change, negative = inhibition; further: potency means the concentration at half of the fitted maximal effect; on the % scale 0 is the no-effect control and ±100 the full control effect
#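 Reconstituted *E. coli* holoenzyme (0.35 nM Pol III, 1 nM beta, 154 nM SSB, 2 nM primase) was preincubated with compound for 15 min at RT. Synthesis on 1.4 nM ssM13Gori ran 35 min, then was stopped with PicoGreen/EDTA and read as dsDNA fluorescence.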
# HADH2 inhib: inhibitors of human HADH2 dehydrogenase. Q99714. recombinant HADH2, NADH fluorescence, beta-hydroxybutyryl-CoA. Potency, µM (series often up to 57.1 µM), inactives show top-dose activity change, negative = inhibition, most hits filed as inhibitors. 73,000 tested, 3.4% active; further: potency means the concentration at half of the fitted maximal effect; on the % scale 0 is the no-effect control and ±100 the full control effect; nearly all actives have a fitted effect of over 60% in size; many of its hits are not listed in these tables
#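 Activity measured as NADH fluorescence gain (360/450 nm), taken as the change between first and last reads of a 4-min kinetic run. Conditions: pH 9.0 Tris buffer, 20 nM E. coli-expressed His-tagged enzyme, 1 mM NAD+, 90 uM beta-hydroxybutyryl-CoA; 15-min compound preincubation.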
# HEK293 cAMP ctrl: parental HEK293 cAMP activation (counter-screen); 73,000 tested, 2.5% active; parental HEK293 CNG cAMP sensor, membrane potential fluorescence; Potency, µM (doses to about 57.1 µM), without a hit: at the highest dose activation, hits mostly activators; further: potency means the concentration at half of the fitted maximal effect; % of control where 0% means no effect; nearly all actives have a fitted effect of over 55% in size
#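 Counterscreen for endogenous-receptor signalling: CNG-channel HEK 293 cells report cAMP rise by membrane depolarization. After 60 min dye equilibration with 100 uM RO 20-1724, compounds incubated 30 min before bottom-read fluorescence at 590 nm.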
# USP2a inh: inhibitors of human ubiquitin-specific protease USP2a | O75604 | USP2a enzymatic assay, qHTS inhibition | Potency, µM (doses to about 38.3 µM), without a hit: at the top dose activity change, negative = inhibition, usual class: inhibitors | 60,000 tested, 0.1% active | AID 927;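 further: potency means the concentration at half of the fitted maximal effect; nearly all actives have a fitted effect of over 60% in size; plate controls were DMSO for no effect and NEM full inhibition control for full effect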
#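 Coupled readout: USP2-cleaved Ub-PLA2 (20nM final) turns over NBD C6-HPC (20uM final), Ex 460nm/Em 535nm after 2.5 h, time-zero read flagging artifacts. Enzyme (20nM final, pH 8.0 Tris) given 30 min RT with compound first; NEM defines full inhibition.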
# Caspase-7 inhib: caspase-7 (human) inhibition, allosteric or competitive | P55210 | recombinant caspase-7, Ac-DEVD-AFC fluorescence rate | Potency, µM (highest dose often 57.5 µM), without a hit: top-dose activity change, negative = inhibition, usual class: inhibitors | 75,000 tested, 0.02% active; active means well fitted inhibition curve with a large enough effect in the main read-out, with a control signal flat, not every such curve was filed as active; inconclusive means small, poorly fitted or top-dose-only effect, or a change in a side signal; further: potency means the concentration at half of the fitted maximal effect; % of control where 0% means no effect
# 15-hLO inh: 15-hLO (ALOX15) enzyme inhibition; P16050; purified 15hLO-1, xylenol orange hydroperoxide absorbance; Potency, µM (top dose mostly 57.1 µM), inactives show top-dose activity change, negative = inhibition, actives largely listed as inhibitors; 74,000 tested, 1.4% active; AID 887; further: potency means the concentration at half of the fitted maximal effect; on the % scale 0 is the no-effect control and ±100 the full control effect; nearly all actives have a fitted effect of over 55% in size
#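 Hydroperoxide formed from arachidonic acid (50 uM) by purified human 15hLO-1 (40 nM) oxidizes ferrous iron, and the ferric-xylenol orange complex is read at 573 versus 405 nm. Compounds were preincubated 15 min; reaction ran 6 min at room temperature.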
# * hit, by the source's call; i = inactive; ? = inconclusive; nt = not tested or not shown; [ ] = dose if it differs, or a comment. Unless noted, the call rests on the fitted dose curve; in most records, active means well fitted curve in the direction sought with a large enough effect; inconclusive means small, poorly fitted or top-dose-only effect, or another doubt; inactive means no such curve, though single readings can be large; an effect the other way counts as inactive or inconclusive. A portion of the library (hit frequency here may not be typical).
# Results follow in this order: Rhodamine autofl | BRCT inh green | BRCT PPI red | Caspase-1 inhib | Tau filament bind | DNA Pol III inh | HADH2 inhib | HEK293 cAMP ctrl | USP2a inh | Caspase-7 inhib | 15-hLO inh
- O=C(NCCN1C(=O)C2C3C=CC(C3)C2C1=O)NCc1ccccc1 (stereo not drawn)
    nt | -2.9% | 0.9% | 1% | 6% | 1% | 5% | -4% | nt | -1% | 9%
- CCc1ccc(NS(=O)(=O)c2ccc(Cl)cc2OC)cc1
    nt | -0.9% | -0.9% | -3% | nt | nt | 6% | -8% | nt | -4% | -26%
- Cc1cc(C)nc(N2CCN(c3ncnc4c3cnn4Cc3ccc(Cl)cc3Cl)CC2)n1
    i | -0.5% | -5.6% | -1% | -2% | -9% | 5% | 11% | 5% | 0% | 3%
- CC1(c2ccccc2)NC(=O)N(CCN2C(=O)c3ccccc3C2=O)C1=O (stereo not drawn)
    i | -0.9% | 0.0% | 0% | -12% | -5% | 11% | 11% | 1% | -1% | 4%
- c1ccc(-c2nc(NCc3ccco3)c3ccccc3n2)nc1
    i | 2.8% | -4.3% | -2% | ? | 0% | 2% | 5% | 21% | -1% | 66%[activator]
- COCC(=O)N1CCC[C@@]2(CCN(C(=O)Nc3ccc(OC)cc3)C2)C1
    i | -2.2% | -0.2% | -2% | -12% | -2% | 3% | -5% | 0% | 0% | 4%
- COc1ccc(C2C(C(C)=O)=C(C)N=c3s/c(=C\c4ccco4)c(=O)n32)c(OC)c1 (stereo not drawn)
    nt | 2.3% | 0.5% | -10% | -119% | 4% | ? | -8% | 29% | -14% | ?
- CCc1nc2sc(C)c(C)c2c(=O)n1CCO
    nt | 0.7% | 0.1% | 2% | 2% | -9% | -1% | -11% | -3% | 0% | 4%
- CNC(=O)c1ccccc1NC(=O)c1ccc(C)c(S(=O)(=O)N2CCCCC2)c1
    i | -0.3% | 0.4% | -1% | 41% | -4% | 7% | 21% | 30% | 3% | -3%
- COCCn1c(=O)[nH]c2cc(C(=O)NCCN3CCN(c4ccccc4)CC3)ccc2c1=O
    i | 0.3% | 1.2% | -2% | -12% | -4% | -22% | 1% | 13% | 2% | -5%
- COC(=O)C1=C(C)NC(=O)CC1c1cc2c(cc1Br)OCO2 (stereo not drawn)
    nt | -0.5% | 1.2% | -3% | 5% | -8% | 1% | ? | 11% | -1% | 4%
- CC(=O)Nc1ccc(S(=O)(=O)NCC2CCC(C(=O)N3CCN(c4ccccn4)CC3)CC2)cc1 (stereo not drawn)
    i | -0.1% | 1.4% | 1% | 7% | -6% | -12% | -9% | 16% | 0% | 1%
- O=C(Nc1cccc(-c2cn3cccnc3n2)c1)c1ccco1
    i | 0.2% | -3.7% | -1% | 1% | -1% | i | 8%[2.29 µM] | 4% | -2% | 4%
- C=CCN1CCc2c(cc(O)c(O)c2Br)[C@H](c2ccccc2)C1
    i | -1.6% | -2.2% | -1% | -4% | -12% | 0.79µM* | ? | 12% | 1% | ?
- COCCn1nnnc1C(c1ccc2ncccc2c1)N1CCc2ccccc21 (stereo not drawn)
    i | 0.0% | -0.8% | -5% | 13% | -2% | -10% | 11% | 144%[activator] | -3% | 2%
- COc1ccc(OC2C(O)COC2/C=C/C#Cc2ccccc2)cc1 (stereo not drawn)
    nt | -1.1%[15.4 µM] | 0.5%[15.4 µM] | -1%[11.5 µM] | nt | nt | 2%[11.4 µM] | 4%[11.4 µM] | nt | 1%[11.5 µM] | 14%[11.4 µM]
- COc1ccc(NC2=CC(=O)CC(C)(C)C2)cc1OC
    nt | -1.9% | 1.4% | -2% | ? | -5% | -19% | 0% | 0% | -1% | 4%
- O=C1CCCC2=C1C(c1c(Cl)nc3sccn13)C1=C(CCCC1=O)N2
    i | 0.5% | -0.5% | -4% | 1% | 0% | -2% | 17% | -10% | 0% | -21%
- COc1ccccc1NC(=O)CSc1nnc(C)o1
    i | 0.9% | 3.5% | -1% | 0% | -4% | 5% | 2% | -3% | 2% | 16%
- C=CCn1c(SCc2nc3c(c(=O)[nH]c(=O)n3CCCC)n2CCC)nnc1-c1ccccc1
    i | -0.4% | 1.8% | 1% | 10% | -4% | 13% | ? | 8% | -1% | 9%
- O=C(NCc1cccs1)C1CC(=O)N(c2ccc(F)cc2)C1 (stereo not drawn)
    i | -3.4% | 0.7% | 0% | -10% | -6% | 11% | -2% | -6% | 3% | -5%
- COc1ccc(CNC(=O)c2cnc(C)cn2)c(OC)c1
    i | -0.1% | 0.6% | -1% | -6% | -1% | 0% | 10% | 1% | 0% | -1%
- CN1CCN(Cc2nc3c([nH]2)c(=O)[nH]c(=O)n3C)CC1
    i | -2.3% | 0.0% | -4% | -8% | 2% | 4% | -1% | -5% | -3% | 15%
- CNc1oc(Cc2ccccc2)nc1S(=O)(=O)c1ccc(Cl)cc1
    i | -1.8% | -4.8% | 0% | -4% | -3% | 21% | 11% | -3% | 1% | 0%
- O=S(=O)(c1ccccc1)N1CCN(Cc2cccc(Cl)c2)CC1
    i | -0.9% | -1.2% | -1% | 1% | -11% | 5% | -1% | 2% | 2% | 5%
- CCOC(=O)Cc1csc(NC(=O)COc2ccc(N(C)S(=O)(=O)c3cccs3)cc2)n1
    i | 3.4% | 1.2% | -3% | 18% | -4% | -9% | 13µM* | 19% | -1% | -19%
- CC(C)[C@H](NC(=O)OC(C)(C)C)[C@@H](O)CC(=O)C(C)(C)C
    nt | 2.2%[15.4 µM] | -0.2%[15.4 µM] | -2%[11.5 µM] | nt | nt | -8%[11.4 µM] | -1%[11.4 µM] | nt | 0%[11.5 µM] | 2%[11.4 µM]
- Cc1ccc(S(=O)(=O)N(CC(=O)NCc2ccco2)Cc2ccccc2F)cc1
    i | -4.4% | -0.1% | 0% | -5% | -2% | 0% | 17% | -10% | 0% | -1%
- O=C(Cc1cccs1)Nc1nncs1
    i | -1.6% | -1.0% | 0% | -19% | -2% | -5% | 1% | 8% | -5% | -3%
- O=C(c1ccc(N2CCCC2=O)cc1)N1CCN(c2ccccc2)CC1
    i | -0.5% | -2.0% | 2% | 9% | 0% | -7% | 7% | 8% | -1% | 6%
- O=C(NCCN1CCOCC1)c1ccc2c(c1)N(Cc1ccc(F)cc1)C(=O)CS2
    nt | -2.8% | -1.0% | 0% | -10% | -5% | 4% | -7% | nt | -2% | -1%
- CCOCCCNS(=O)(=O)Cc1ccccc1
    i | -2.1% | 0.0% | -2% | 2% | 0% | 5% | -1% | -3% | 2% | 1%
- Cc1ccccc1NC(=O)C1CCCN(S(=O)(=O)c2c(C)noc2C)C1 (stereo not drawn)
    i | -0.8% | -2.5% | 2% | 5% | -2% | 4% | 12% | 0% | 3% | -2%
- N#Cc1nc(-c2cccs2)oc1NCc1ccco1
    i | -2.8% | -2.0% | -1% | -4% | -2% | ? | -1% | -1% | 2% | -16%
- Cc1occc1C(=O)Nc1sc2c(c1C(N)=O)CCCCC2
    i | 0.3% | -1.0% | -4% | -7% | -3% | ? | ? | 20% | -3% | ?
- CCOC(=O)c1ccccc1NCN1C(=O)CSC1=O
    nt | -2.7% | -0.1% | 0% | 4% | 8% | ? | -2% | -7% | 1% | 14%
- COC(=O)C(CC(=O)c1ccc(Br)cc1)n1ccnc1 (stereo not drawn)
    i | 0.0% | 1.3% | -4% | -11% | -8% | ? | -6% | 4% | -1% | -30%
- Cc1ccc(C)c(N(C(=O)Cn2nnc(-c3cccs3)n2)C(C(=O)NC2CC2)c2ccc(C)o2)c1 (stereo not drawn)
    i | -1.2% | 1.4% | -3% | 55% | 0% | 10% | 28% | 12% | 0% | -4%
- Cc1ccccc1OCC(=O)Nc1ccccc1N1CCOCC1
    nt | 0.4% | 1.0% | -2% | -4% | -5% | -9% | 25µM* | 1% | -2% | -2%
- CC(=O)O[C@H]1CC[C@@]2(C)C(=CC[C@@H]3[C@@H]4CC[C@H](c5cc(C(F)(F)F)n(C(C)=O)n5)[C@]4(C)CC[C@@H]32)C1
    i | -1.6%[15.4 µM] | 0.7%[15.4 µM] | 3%[11.5 µM] | 29%[11.4 µM] | -5%[11.4 µM] | 12%[11.4 µM] | 9%[11.4 µM] | nt | -1%[11.5 µM] | -2%[11.4 µM]
- CN1CCN(CC#CCn2c3ccccc3c3ccccc32)CC1
    i | 0.0% | -0.4% | -4% | -19% | -2% | 14% | 17% | 9% | -1% | -2%
- CCC1Cc2c(nc3c4c(nc(N5CCOCC5)c(C#N)c24)NC(C)=N3)O1 (stereo not drawn)
    i | -0.7% | 0.7% | -11% | 17% | 4% | -1% | 2% | 2% | -11% | 3%
